GLP-1R inv ag: inverse agonists of human GLP-1 receptor. P43220. HEK293 GLP-1R CRE-luciferase, luminescence, 24 h; GLP-1R form is constitutively active. Potency, µM (top dose mostly 38.3 µM), for the others: at the highest dose activity change, negative = inhibition, actives largely listed as inhibitors. hit rate 1.6% among 410,000. AID 624417; further: potency means the concentration at half of the fitted maximal effect; on the % scale 0 is the no-effect control and ±100 the full control effect; nearly all actives have a fitted effect of over 55% in size
Target sequence (P43220 whole entry, looked up): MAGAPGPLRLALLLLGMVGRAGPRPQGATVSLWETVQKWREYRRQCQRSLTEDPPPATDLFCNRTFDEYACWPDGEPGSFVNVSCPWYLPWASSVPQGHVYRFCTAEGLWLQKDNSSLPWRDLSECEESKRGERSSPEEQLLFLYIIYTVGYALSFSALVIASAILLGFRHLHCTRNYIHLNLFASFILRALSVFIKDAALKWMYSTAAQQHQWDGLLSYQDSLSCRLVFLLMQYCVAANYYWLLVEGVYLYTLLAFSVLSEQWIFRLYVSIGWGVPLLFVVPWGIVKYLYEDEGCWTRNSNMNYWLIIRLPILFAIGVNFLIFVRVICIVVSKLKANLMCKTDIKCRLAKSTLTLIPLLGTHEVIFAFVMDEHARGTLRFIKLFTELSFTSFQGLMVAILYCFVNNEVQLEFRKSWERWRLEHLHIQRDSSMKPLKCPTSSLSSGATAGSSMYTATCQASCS
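HEK293 cells stably co-expressing a cAMP-responsive luciferase reporter and constitutively active GLP-1R were seeded, incubated 12 h, then exposed to compounds for 24 h at 37 C. Luminescence was read 12 min after detection reagent; inverse agonists lower signal.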
FUS suppressor: rescues growth of FUS-expressing yeast | AID 1347120 | S. cerevisiae FUS-expressing, growth rescue, OD600, 24 h | Potency, µM (titrated, usually from 76.6 µM), without a hit: at the top dose growth rescue (activation), actives largely listed as activators | hit rate 0.24% among 390,000;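 further: potency means the concentration at half of the fitted maximal effect; plate controls were DMSO vehicle for no effect and reference control for full effect; nearly all actives have a fitted effect of over 55% in size; some results filed as inactive show a strong effect at the top dose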
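S. cerevisiae expressing FUS from galactose induction served as the toxicity model. Growth after 24hr at 30C, read as absorbance at 600 nm, indicates suppression of toxicity; compounds dosed at several concentrations.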
Mm-Cpn inhibitor: blocks the Methanococcus maripaludis chaperonin Mm-Cpn | purified Mm-Cpn ATPase, ADP Transcreener TR-FRET | Potency, µM (series often up to 76.9 µM), without a hit: top-dose activity, negative = inhibition, actives largely listed as inhibitors | hit rate 0.031% among 330,000 | AID 504842; further: potency means the concentration at half of the fitted maximal effect; on the % scale 0 is the no-effect control and ±100 the full control effect; nearly all actives have a fitted effect of over 80% in size
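Measured: ADP formation by purified Mm-CPN. Conditions: 25 nM protein, 10 uM ATP, Tris pH 7.4 with Mg2+, K+ and DTT, 37°C for 30 min. Detection: Transcreener HTRF after 30 min at room temperature.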
TDP43 rescue: inhibitors of TDP-43 toxicity in yeast; TDP-43 expressing yeast growth rescue, BacTiter-Glo, 24 h; Potency, µM (doses to about 46.1 µM), without a hit: at the top dose growth rescue (activation), hits mostly activators; hit rate 1.8% among 410,000; further: potency means the concentration at half of the fitted maximal effect; % of control where 0% means no effect; nearly all actives have a fitted effect of over 50% in size
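Growth rescue of TDP-43-toxic yeast measured as ATP luminescence (BacTiter-Glo). Cells grown to mid-log in raffinose, induced in galactose at OD600=0.02, exposed to compound 24 hr at 30 deg C.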
pAkt inh: Akt phosphorylation inhibition; Neuro2A IGF-stimulated pAkt S473 HTRF, 20 min; hits give low values; activity change, % for hits at 50 µM; hit rate 0.32% among 360,000; in the data active means activity change below about -80%; inconclusive means mostly about -51% to -80%; further: on the % scale 0 is the no-effect control and ±100 the full control effect
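Neuro2A cells in DMEM with 0.5% FBS, overnight at 37 deg C, given compound at single 50 µM final, then IGF (6 nM final) for 20 min at 37 deg C. Lysed; phospho-Akt Ser473 by HTRF after 24 h, 665/615 ratio.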
HEK293 tox: cytotoxic in the GLP-1 receptor inverse agonist counter-screen; HEK293 cAMP-luciferase reporter cells, luminescence, 24 h; Potency, µM (top dose mostly 38.3 µM), for the others: top-dose activity change, negative = inhibition, most hits filed as inhibitors; hit rate 0.13% among 410,000; AID 624418;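 further: loss of luciferase light is scored as toxicity; potency means the concentration at half of the fitted maximal effect; on the % scale 0 is the no-effect control and ±100 the full control effect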
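Seeding density was 200 cells/uL; after overnight-length (12 h) culture, 23 nL compounds went on for 24 h at 37 °C. Readout used a luciferase detection reagent, luminescence taken after 12 min at room temperature.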
aSyn yeast inh: rescues yeast growth from alpha-synuclein toxicity. hit rate 0.14% among 370,000. Yeast expressing alpha-synuclein, growth rescue, BacTiter-Glo, 24 h. Potency, µM (top dose mostly 46.1 µM), without a hit: at the top dose growth rescue (activation), usual class: activators; further: potency means the concentration at half of the fitted maximal effect; % of control where 0% means no effect; nearly all actives have a fitted effect of over 65% in size
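Rescue of yeast growth: cells expressing toxic alpha-synuclein, induced in galactose at OD600 0.02, incubated with compound 24 h at 30 C. ATP luminescence quantified growth; inhibitors of toxicity appear as activators.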
PTHR1 ag: activates the human parathyroid hormone receptor PTHR1; Q03431; HEK293 GP2 PTHR1 cells, GloSensor cAMP luminescence, 1 h; Potency, µM (top dose mostly 115 µM), for inactives: top-dose activation, most hits filed as activators; hit rate 0.075% among 410,000; AID 743266; further: potency means the concentration at half of the fitted maximal effect; nearly all actives have a fitted effect of over 55% in size; some results filed as inactive show a strong effect at the top dose; inactives centre near -15; many of its hits are not listed in these tables
Target sequence (Q03431 whole entry, looked up): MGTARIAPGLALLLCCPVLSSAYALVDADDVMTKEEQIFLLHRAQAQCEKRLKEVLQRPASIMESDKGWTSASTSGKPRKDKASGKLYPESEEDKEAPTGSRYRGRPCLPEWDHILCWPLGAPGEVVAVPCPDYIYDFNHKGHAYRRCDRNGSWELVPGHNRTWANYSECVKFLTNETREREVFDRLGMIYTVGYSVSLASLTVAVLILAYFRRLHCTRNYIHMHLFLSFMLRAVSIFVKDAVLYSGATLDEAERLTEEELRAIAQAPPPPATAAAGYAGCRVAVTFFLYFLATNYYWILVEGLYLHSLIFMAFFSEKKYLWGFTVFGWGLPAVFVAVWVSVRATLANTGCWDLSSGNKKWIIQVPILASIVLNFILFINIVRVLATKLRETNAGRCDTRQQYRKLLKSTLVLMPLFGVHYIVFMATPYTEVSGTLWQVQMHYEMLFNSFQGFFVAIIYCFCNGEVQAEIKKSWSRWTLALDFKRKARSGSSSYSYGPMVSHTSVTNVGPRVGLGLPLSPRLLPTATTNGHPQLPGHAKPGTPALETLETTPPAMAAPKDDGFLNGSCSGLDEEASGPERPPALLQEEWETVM
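HEK-293-derived GP2 cells expressing PTHR1 and a GloSensor cAMP reporter, 3,000/well, plated overnight, given luciferin plus IBMX (each 0.5 mM as added) for 1 h at 37 °C, then compound for 1 h at 37 °C. Luminescence was read after 15 min at room temperature.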
Abeta rescue: compounds reversing amyloid beta toxicity in yeast; Potency, µM (top dose mostly 46.1 µM), for inactives: top-dose growth rescue, usual class: activators; yeast expressing A-beta42, growth rescue, OD600, 48 h; response scale: 0% DMSO, 100% iron-clioquinol control; AID 1347071; hit rate 0.063% among 410,000; further: potency means the concentration at half of the fitted maximal effect; nearly all actives have a fitted effect of over 55% in size
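Yeast growth medium received pinned compounds, then yeast cells expressing toxic A-beta were added; plates incubated at 30 C for 48 hr. Growth read as absorbance at 600 nm, normalized to DMSO and equimolar FeCl3 plus clioquinol controls.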
Active calls of the source: *; [ ] = dose if it differs, or a comment. Unless noted, the call rests on the fitted dose curve; in most records, active means well fitted curve in the direction sought with a large enough effect; inconclusive means small, poorly fitted or top-dose-only effect, or another doubt; inactive means no such curve, though single readings can be large; an effect the other way counts as inactive or inconclusive.

`CCCCC(=O)Nc1cccc2c1C(=O)N(c1ccccc1)C2=O` gave GLP-1R inv ag -1%, FUS suppressor 25%, Mm-Cpn inhibitor -16%, TDP43 rescue 26%, pAkt inh inactive, HEK293 tox 25%, aSyn yeast inh -9%, PTHR1 ag inactive and Abeta rescue -14%.
Screening COCCNC(=O)c1cc(-c2ccccc2)nn1CC1CC(c2cccnc2)=NO1 (stereo not drawn) returned GLP-1R inv ag 0%, FUS suppressor -25%, TDP43 rescue 7%, pAkt inh inactive, HEK293 tox 4%, aSyn yeast inh 2%, PTHR1 ag -17% and Abeta rescue -4%.
For CC(=O)NC(CC(=O)NCCCn1ccc2ccccc21)c1ccccc1 (stereo not drawn) the results were GLP-1R inv ag -10%, FUS suppressor 25%, Mm-Cpn inhibitor 2%, TDP43 rescue -25%, pAkt inh inactive, HEK293 tox 10%, aSyn yeast inh -1%, PTHR1 ag inconclusive and Abeta rescue -14%.
Screening O=C(NCc1ccc(F)cc1F)[C@@H]1CCCN1C(=O)[C@@H]1CCCN1C(=O)c1cccs1 returned GLP-1R inv ag 19%, FUS suppressor -17%, TDP43 rescue 17%, pAkt inh inactive, HEK293 tox -10%, aSyn yeast inh -7%, PTHR1 ag inactive and Abeta rescue -1%.
Screening O=C(NCc1cccnc1)c1ccc(NC(=O)c2ccc(Br)cc2)cc1 returned GLP-1R inv ag -19%, FUS suppressor -4%, Mm-Cpn inhibitor -3%, TDP43 rescue 8%, pAkt inh inactive, HEK293 tox 0%, aSyn yeast inh 2%, PTHR1 ag inactive and Abeta rescue -12%.
For Cc1ccc(S(=O)(=O)c2nc(S(C)(=O)=O)sc2N(C)Cc2ccccc2)cc1 the results were GLP-1R inv ag -24%, FUS suppressor inconclusive, TDP43 rescue 29%, HEK293 tox -26%, PTHR1 ag inactive and Abeta rescue 3%.
`FC(F)(F)c1ccc(Oc2ccc3cc(Br)ccc3c2)nc1` gave GLP-1R inv ag -11%, FUS suppressor -9%, Mm-Cpn inhibitor 0%, TDP43 rescue 8%, pAkt inh inactive, HEK293 tox 1%, aSyn yeast inh 1%, PTHR1 ag -13% and Abeta rescue 6%.
For CCCCc1nc2ccccc2n2c(-c3ccc(OC)cc3)c3c(=O)n(C)c(=O)n(C)c3c12 the results were GLP-1R inv ag 5%, FUS suppressor 26%, TDP43 rescue 0%, HEK293 tox -7%, PTHR1 ag -27% and Abeta rescue -10%.
For C/C=C/C(=O)OCc1csc(CC(=O)Nc2ccccc2C)n1 the results were GLP-1R inv ag inconclusive, FUS suppressor 12%, Mm-Cpn inhibitor 2%, TDP43 rescue 25%, pAkt inh inactive, HEK293 tox -26%, aSyn yeast inh 0%, PTHR1 ag inactive and Abeta rescue 1%.
Screening Cc1cc(C)nc(N(C#N)C(C)C(=O)N(C)C)n1 (stereo not drawn) returned GLP-1R inv ag 1%, FUS suppressor -25%, Mm-Cpn inhibitor -1%, TDP43 rescue 0%, pAkt inh inactive, HEK293 tox 1%, aSyn yeast inh 1%, PTHR1 ag inactive and Abeta rescue 9%.
Cc1nn(CCc2n[nH]c(=S)n2-c2ccc(F)c(Cl)c2)c(C)c1[N+](=O)[O-] was read as GLP-1R inv ag 0%, FUS suppressor 9%, Mm-Cpn inhibitor 1%, TDP43 rescue -10%, pAkt inh inactive, HEK293 tox 2%, aSyn yeast inh 6%, PTHR1 ag -17% and Abeta rescue -1%.
Screening O=C(Nc1cc(SCCO)cc([N+](=O)[O-])c1)c1ccc(Br)o1 returned GLP-1R inv ag -17%, Mm-Cpn inhibitor 1%, TDP43 rescue 15%, pAkt inh inactive, HEK293 tox -5%, aSyn yeast inh -2%, PTHR1 ag -31%[inhibitor] and Abeta rescue -3%.
For OCc1ccccc1CNCc1ccccc1 the results were GLP-1R inv ag -2%, FUS suppressor -25%, Mm-Cpn inhibitor 2%, TDP43 rescue -16%, pAkt inh inactive, HEK293 tox 10%, aSyn yeast inh -2%, PTHR1 ag inactive and Abeta rescue -11%.
For COc1cc(OC)cc(C(=O)NCc2ccc3c(c2)cc(C)n3C)c1 the results were GLP-1R inv ag inconclusive, FUS suppressor 23%, Mm-Cpn inhibitor inconclusive, TDP43 rescue -9%[0.397 µM], pAkt inh inactive, HEK293 tox -16%, aSyn yeast inh 6%, PTHR1 ag -4% and Abeta rescue 7%.
For C/C=C(\C)C(=O)OC(C)(C)[C@H]1Cc2cc3ccc(=O)oc3cc2O1 the results were GLP-1R inv ag inconclusive, FUS suppressor 25%, Mm-Cpn inhibitor -1%, TDP43 rescue 4%, pAkt inh inactive, HEK293 tox 10%, aSyn yeast inh 20%, PTHR1 ag inactive and Abeta rescue 1%.

Brought forward from above: 2 compounds, then new ones.
For COc1cc(OC)cc(C(=O)NCc2ccc3c(c2)cc(C)n3C)c1 the results were GLP-1R inv ag inconclusive, FUS suppressor 23%, Mm-Cpn inhibitor inconclusive, TDP43 rescue -9%[0.397 µM], pAkt inh inactive, HEK293 tox -16%, aSyn yeast inh 6%, PTHR1 ag -4% and Abeta rescue 7%.
For C/C=C(\C)C(=O)OC(C)(C)[C@H]1Cc2cc3ccc(=O)oc3cc2O1 the results were GLP-1R inv ag inconclusive, FUS suppressor 25%, Mm-Cpn inhibitor -1%, TDP43 rescue 4%, pAkt inh inactive, HEK293 tox 10%, aSyn yeast inh 20%, PTHR1 ag inactive and Abeta rescue 1%.
`C=C1CCN([C@@H](CC(C)C)C(=O)N2CCCC2)S(=O)(=O)c2ccccc21` gave GLP-1R inv ag -1%, FUS suppressor 11%, TDP43 rescue -7%, pAkt inh inactive, HEK293 tox 12%, aSyn yeast inh 6%, PTHR1 ag inactive and Abeta rescue -2%.
For Cc1cccc(C(OC(=O)c2ccco2)C(=O)NCc2ccccc2)n1 (stereo not drawn) the results were GLP-1R inv ag 4%, FUS suppressor -11%, Mm-Cpn inhibitor 2%, TDP43 rescue -13%, pAkt inh inactive, HEK293 tox -25%, aSyn yeast inh 0%, PTHR1 ag inactive and Abeta rescue 11%.
Screening COc1ccc(CCNC(=O)CCCCCN2C(=O)[C@@H]3Cc4ccccc4CN3C2=O)cc1OC returned GLP-1R inv ag 25%, FUS suppressor 3%, Mm-Cpn inhibitor -3%, TDP43 rescue -5%, pAkt inh inactive, HEK293 tox 4%, aSyn yeast inh -1%, PTHR1 ag -8% and Abeta rescue -4%.
COc1ccc(NC(=O)c2ccc3c(=O)n4nc(Nc5ccccc5C)sc4nc3c2)cc1Cl was read as GLP-1R inv ag -6%, FUS suppressor -11%, TDP43 rescue 15%, HEK293 tox 11%, aSyn yeast inh -3%, PTHR1 ag inactive and Abeta rescue -15%.
For CSc1cccc(NC(=O)CCCOc2ccccc2)c1 the results were GLP-1R inv ag inconclusive, FUS suppressor 16%, Mm-Cpn inhibitor 2%, TDP43 rescue 24%, pAkt inh inactive, HEK293 tox -5%[1.53 µM], aSyn yeast inh -4%, PTHR1 ag inactive and Abeta rescue 18%.
`Clc1ccc2nc(COc3ccccc3)[nH]c2c1` gave GLP-1R inv ag inconclusive, FUS suppressor -11%, Mm-Cpn inhibitor -1%, TDP43 rescue 27%, pAkt inh inactive, HEK293 tox -12%, aSyn yeast inh 1%, PTHR1 ag -18% and Abeta rescue 6%.
O=S(=O)(CCN1CCCCC1)Oc1ccc(Cl)cc1Cl was read as GLP-1R inv ag -4%, FUS suppressor 6%, Mm-Cpn inhibitor 0%, TDP43 rescue inconclusive, pAkt inh inactive, HEK293 tox -5%, aSyn yeast inh -9%, PTHR1 ag inactive and Abeta rescue -27%.
For CSc1ncc(Cl)c(C(=O)Nc2ccccc2C)n1 the results were GLP-1R inv ag 29%, FUS suppressor 4%, Mm-Cpn inhibitor 0%, TDP43 rescue 21%, pAkt inh inactive, HEK293 tox 0%, aSyn yeast inh 0%, PTHR1 ag inactive and Abeta rescue -1%.
For COCCN(CC1CCCN(C2Cc3ccccc3C2)C1)C(=O)CCC(C)=O (stereo not drawn) the results were GLP-1R inv ag 6%, FUS suppressor 1%, Mm-Cpn inhibitor -2%, TDP43 rescue -23%, pAkt inh inactive, HEK293 tox 1%, aSyn yeast inh -7%, PTHR1 ag inconclusive and Abeta rescue 0%.
`CC(/C=N/NC(=O)Cc1cccs1)=C\c1ccco1` gave GLP-1R inv ag 3%, FUS suppressor 25%, Mm-Cpn inhibitor 0%, TDP43 rescue inconclusive, HEK293 tox -5%, PTHR1 ag -5% and Abeta rescue -1%.
For CCNC(=O)C1CCCN(C(=O)c2ccccc2F)CC1 (stereo not drawn) the results were GLP-1R inv ag 26%, FUS suppressor 12%, TDP43 rescue 12%, pAkt inh inactive, HEK293 tox 4%, aSyn yeast inh -11%, PTHR1 ag inactive and Abeta rescue -13%.
For CC(=O)c1ccc(N(C(=O)CNC(=O)c2ccco2)C(C(=O)NC2CCCC2)c2ccncc2)cc1 (stereo not drawn) the results were GLP-1R inv ag 19%, FUS suppressor 11%, Mm-Cpn inhibitor 0%, TDP43 rescue 0%, pAkt inh inactive, HEK293 tox 14%, aSyn yeast inh -1%, PTHR1 ag inactive and Abeta rescue -12%.
For COc1ccc(NS(=O)(=O)c2ccc(/C=C/C(=O)O)cc2)cc1S(=O)(=O)N1CCOCC1 the results were GLP-1R inv ag -3%, FUS suppressor 1%, Mm-Cpn inhibitor 1%, TDP43 rescue -20%, pAkt inh inactive, HEK293 tox -18%, aSyn yeast inh -1%, PTHR1 ag inactive and Abeta rescue 3%.

The list is partial (hit frequency here may not be typical).
